# HTRA1 inh = HTRA1 (human) protease inhibition. AID 504803. 340,000 compounds, 0.5% hits. recombinant HTRA1, FP-rhodamine activity-based probe, fluorescence polarization. Q92743. inhibition, % at 5.96 µM; in the data active = inhibition above about 36%;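 also: 0% = enzyme with DMSO and 100% = wells lacking enzyme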
# Target sequence (Q92743 whole entry, looked up): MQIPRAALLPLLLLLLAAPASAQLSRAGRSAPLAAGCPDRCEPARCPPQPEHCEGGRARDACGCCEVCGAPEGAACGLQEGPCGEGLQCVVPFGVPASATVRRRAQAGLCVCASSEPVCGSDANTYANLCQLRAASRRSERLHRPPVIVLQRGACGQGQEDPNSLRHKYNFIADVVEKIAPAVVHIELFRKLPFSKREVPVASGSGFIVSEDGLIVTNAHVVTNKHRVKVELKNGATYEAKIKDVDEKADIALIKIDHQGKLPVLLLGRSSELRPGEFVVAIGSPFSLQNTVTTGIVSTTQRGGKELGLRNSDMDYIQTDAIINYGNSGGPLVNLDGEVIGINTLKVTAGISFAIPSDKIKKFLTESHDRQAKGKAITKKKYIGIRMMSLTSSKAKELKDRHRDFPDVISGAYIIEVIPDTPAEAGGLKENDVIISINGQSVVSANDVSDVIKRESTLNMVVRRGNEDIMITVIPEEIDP
# ARFGAP1 inh = inhibits rat ARF GTPase activating protein 1; Arfgap1-stimulated ARF1 GTP hydrolysis, GDP FP detection; inhibition, % at 16.5 µM; 360,000 compounds, 0.26% hits;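 active = inhibition above a per-plate limit, mean inhibition of low control wells plus 3 SD, cut at about 25% in these data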;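 also: 0% = DMSO wells with enzyme and 100% = wells lacking Arfgap1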
# Target sequence (Q62848 1-136 limits assumed): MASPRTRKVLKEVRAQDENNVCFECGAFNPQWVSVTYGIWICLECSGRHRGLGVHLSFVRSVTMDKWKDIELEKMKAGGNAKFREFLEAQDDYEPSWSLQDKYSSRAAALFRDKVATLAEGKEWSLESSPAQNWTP
#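 Material: rat Arfgap1 GAP domain (His6, aa 1-136), purified enzyme. Also added: human ARF1(Δ1-17)-GTP substrate. Compound dosing: 16.5 µM single point, 1.26% DMSO. Timing: enzyme reaction 120 min at 25 °C after 20 min preincubation. Signal: GDP detection by fluorescence polarization. Read-out basis: percent inhibition of GAP-stimulated GDP formation, scaled between DMSO and no-Arfgap1 medians.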
# SMARCA2 activ = SMARCA2 function activation, primary screen. activation, % at 9.1 µM. AID 652017. MG213 cells, MMTV-luciferase reporter, dexamethasone, overnight. 370,000 compounds, 1% hits; in the data active = activation above about 7.8%;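 also: 0% = vehicle wells and 100% = reference activator wells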
# ABHD4 inh = ABHD4 (mouse) inhibition, primary FP screen; purified mABHD4, FP-Rh probe fluorescence polarization; AID 720543; Q8VD66; inhibition, % at 8.92 µM; 370,000 compounds, 0.54% hits;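 active = inhibition exceeding the mean over every tested compound plus 3 SD, cut at about 30% in these data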;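 also: 0% = plate median of compound wells and 100% = S159A mutant with DMSO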
#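 Assay system: mouse ABHD4 enzyme, wild type / Also added: fluorescent activity-based probe FP-Rh / Doses: single nominal dose of 8.92 µM, 0.89% DMSO final / Timing: 45 min compound pre-incubation plus 60 min probe step, 25 °C / Signal: FP readout, ex 525 nm / em 598 nm / Control set: S159A mutant/DMSO as 100%, compound-well median as 0%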
# ASAP1 inh = ASAP1 ArfGAP inhibition | Q9ULH1 | ASAP1-stimulated ARF1 GTP hydrolysis, GDP FP detection | inhibition, % at 16.5 µM | 360,000 compounds, 0.19% hits; in the data active = inhibition above about 25%;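 also: 0% = vehicle with enzyme and substrate and 100% = no enzyme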
# Target sequence (Q9ULH1 325-724 limits assumed): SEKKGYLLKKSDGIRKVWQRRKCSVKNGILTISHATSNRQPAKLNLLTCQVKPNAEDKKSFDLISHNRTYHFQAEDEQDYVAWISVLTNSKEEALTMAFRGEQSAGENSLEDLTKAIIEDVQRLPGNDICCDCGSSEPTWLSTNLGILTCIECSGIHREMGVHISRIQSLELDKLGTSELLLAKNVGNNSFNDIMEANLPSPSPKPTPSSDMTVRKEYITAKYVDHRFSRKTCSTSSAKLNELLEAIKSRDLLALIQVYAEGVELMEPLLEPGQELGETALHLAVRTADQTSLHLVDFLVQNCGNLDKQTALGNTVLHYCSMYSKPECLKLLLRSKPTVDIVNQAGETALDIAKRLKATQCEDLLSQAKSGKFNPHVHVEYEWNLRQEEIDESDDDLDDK
# NR1D1 modulator = modulators of human Rev-erb alpha DNA binding | 370,000 compounds, 0.79% hits | Rev-erbα–FITC-DNA binding, fluorescence polarization, 90 min | AID 1259318 | activity, % at 10 µM;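 active = activity above about 14%, limit read from the data; passing the limit was not always enough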;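 also: 0% = DMSO wells with 35 nM protein and 100% = DMSO wells with 750 nM protein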
# NPR2 activator = GC-B (human) receptor activation; P20594; HEK293-GC-B cells, CNP EC30, cGMP TR-FRET; 0% at EC30 CNP, 100% saturating CNP; activation, % at 10 µM; 370,000 compounds, 0.11% hits;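 active = activation at 10 µM reaching about 35% in either raw or pattern-adjusted values, limit read from the data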
# PG9 Ab binder = PG9 antibody binding by small molecule | 360,000 compounds, 0.43% hits | TR-FRET gp120-PG9 antibody binding | inhibition, % at 6.7 µM | AID 624416; in the data active = inhibition above about 8.5%
# GC-A act = GC-A (human) enzyme activation | HEK293 GC-A cells, cGMP TR-FRET, EC30 ANP; 0% at EC30 ANP, 100% saturating ANP | activation, % at 10 µM | 370,000 compounds, 0.14% hits; in the data active = activation above about 40%
# rCAG binder = molecules binding r(CAG) RNA repeats | r(CAG) RNA repeat, TO-PRO-1 dye displacement fluorescence | inhibition, % at 3 µM | 370,000 compounds, 1.3% hits | AID 651821;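 active = inhibition above the plate cutoff, the mean of all test compounds on that plate plus 3 SD, cut at about 35% in these data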;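 also: 0% = DMSO alone and 100% = 100 µM mitoxantrone as full dye displacement; higher means more dye released from RNA so lower well fluorescence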
# * marks the source's active call; other numbers are inactive results; nt = not tested or not shown.
SMILES,HTRA1 inh,ARFGAP1 inh,SMARCA2 activ,ABHD4 inh,ASAP1 inh,NR1D1 modulator,NPR2 activator,PG9 Ab binder,GC-A act,rCAG binder
COc1ccc(/C=N/N=C2/NC(=O)C(CC(=O)O)S2)cc1OCc1ccc(Cl)cc1 (centres undefined),4,-9,-4,-4,-6,-5,2,-1.4,0,26
NC(N)=NN=C1CCCCCCCCCCC1,2,1,-4,1,0,1,2,-2.9,5,12
O=C(NC(=S)NCCc1ccccc1)c1ccco1,-5,0,4,2,0,5,0,0.9,10,-4
CCOCCCNS(=O)(=O)c1ccc(NC(=O)c2ccccc2)cc1,-7,-4,-6,-1,-2,nt,nt,-1.7,nt,2
O=C(O)C1(c2ccccc2)CCN(S(=O)(=O)c2cccc(Cl)c2)CC1,4,-7,0,-5,8,-3,6,1.4,2,5
Cc1ccc2c(COC(=O)c3c(C)noc3C)cc(=O)oc2c1,-2,-7,3,-4,-6,5,-12,0.3,-13,-7
COc1cc(C(=O)Nc2ccc(S(=O)(=O)Nc3cc(C)nc(C)n3)cc2)cc(OC)c1OC,-13,4,2,2,1,4,1,2.1,1,7
C[C@@H]1CN([C@H](C)CO)C(=O)c2cc(Br)cnc2O[C@H]1CN(C)C,9,11,2,5,-2,-1,-1,-0.9,6,2
Cc1ccnc(NC(=S)NC(=O)c2cncc(Br)c2)c1,5,2,3,5,-2,-1,-5,-2.8,0,-2
COC(=O)C1C(=O)NC(SC)=C(C#N)C1c1ccccc1F (centres undefined),-8,2,1,-6,-2,-4,-2,-1.2,0,1
COc1ccc(NC(=O)C2C3C=CC4(O3)C2C(=O)N(CCCN2CCCC(C)C2)C4C(=O)NC2CCCCC2)cc1 (centres undefined),-3,1,0,-1,5,-4,0,-2.4,0,-5
CS(=O)(=O)Nc1ccc(OCc2ccccc2)cc1,5,-8,4,-1,2,-1,0,1.0,3,1
COc1ccc(C2/C(=C(\O)c3ccc4c(c3)OCCO4)C(=O)C(=O)N2Cc2cccnc2)cc1 (centres undefined),4,-1,-2,12,-10,3,1,7.9,3,1
CCc1cc(Cn2nc(-c3ccccc3)cc2C(=O)NCCOC)on1,2,-9,0,2,8,6,0,0.4,6,-5
COc1cc(CO)cc(Br)c1OCC(=O)O,-13,1,-2,-4,0,-1,-3,0.5,3,4
CC(=O)c1c(C)[nH]c(C(=O)COC(=O)c2cccnc2Cl)c1C,-1,4,-2,-6,10,0,-1,-3.2,1,3
Cc1ccc(CN2CCN(/N=C/c3cccn3C)CC2)c(C)c1,-1,1,0,0,4,4,-3,-2.3,1,5
CCOc1cc(C(=O)Nc2ncccn2)cc(OCC)c1OCC,4,6,-3,6,-11,2,-5,-0.4,-1,1
CN(C)CCC(Oc1ccccc1OCc1ccccc1)c1ccccc1 (centres undefined),5,-7,-1,10,7,4,-17,-1.5,-36,3
Cc1nnc(Sc2nc3c(c(=O)[nH]c(=O)n3C)n2Cc2ccccc2)s1,4,-5,0,-5,5,2,-8,0.0,3,1
CC(C)(C)S(=O)(=O)N1C[C@H]2CC/C=C\C/C(c3ccccc3)=C\2[C@@H]1CCO,-6,3,-1,3,-10,6,-5,-1.1,-5,1
CC(=O)c1c(C)[nH]c(C(=O)COC(=O)c2nccnc2N)c1C,2,1,-2,2,-3,7,-2,1.1,-2,1
c1ccc2c(c1)NC(c1ccncc1)n1c-2nc2ccccc21 (centres undefined),-11,6,6,-4,10,-22,3,-1.3,3,10
C[C@@H]1CN([C@@H](C)CO)S(=O)(=O)c2ccc(Br)cc2O[C@H]1CN(C)C(=O)C1CCOCC1,3,3,-8,5,2,-2,0,3.6,-5,4
CN(Cc1cnn(C)c1)Cc1nc(-c2ccc(Cl)cc2)no1,6,-8,1,-7,-3,-2,-5,-0.9,2,-3
CC(NC(=O)COC(=O)COc1cccc2c1OC(C)(C)C2)c1ccccc1 (centres undefined),-3,5,2,11,-10,-5,-4,-4.6,-1,-7
C/C(=N/NC(=O)CNC(=O)c1cccnc1)c1ccc(Cl)cc1,-4,-3,-3,-7,-5,-3,-2,-0.8,2,1
COc1ccc(C2C(C(=O)N3CCCC3)CC(=O)N2c2ccc(OC)cc2)cc1 (centres undefined),6,2,-3,3,-1,-1,-18,1.4,-24,-9
CCOC(=O)c1sc(Nc2ccc(OCC)cc2)nc1C,-8,5,0,8,15,8,1,2.0,2,-3
Cc1ccc(C(=O)N2CCC[C@@H]2C(=O)N2CCC[C@@H]2C(=O)NCc2ccccc2)cc1C,nt,-16,-5,2,-13,2,0,-1.5,0,-1
Cn1c(=NC(=O)CSCC(=O)N2CCCC2)sc2ccccc21,-5,13,1,-8,1,-1,-3,-2.7,2,-2
COc1ccccc1C(=O)c1c(C)c(CCC#N)n2ccccc12,0,-5,-2,2,3,2,3,-0.7,0,-3
CCC[C@H]1[C@@H](OC(=O)NCc2ccccc2)CC[C@@]23CCCN2C(=O)CCC[C@@H]13,nt,nt,nt,7,nt,-3,-17,nt,-20,nt
N#Cc1nc(-c2ccco2)oc1N1CCC(C(N)=O)CC1,2,0,2,3,-2,3,1,1.3,-2,0
CCC(C(=O)NC1CCCCC1)N(Cc1cccs1)C(=O)CCC(=O)Nc1cc(C)on1 (centres undefined),0,3,-2,-2,3,-2,0,-2.0,-1,-7
O=C(CCN1C(=O)c2ccccc2C1=O)Nc1cccc(S(=O)(=O)NC2=NCCC2)c1,-5,1,-2,-2,-11,7,9,-2.4,-1,-2
CCc1nc2ccc(C(=O)N3CCN(S(=O)(=O)CC)CC3)cn2c1N(CC)Cc1cccc(Br)c1,nt,15,-2,-5,-15,-7,3,1.1,1,2
COc1ccc(C(=O)NCC2CCCO2)cc1S(=O)(=O)N1CCCc2ccccc21 (centres undefined),0,6,-2,1,2,-2,5,-1.2,-4,-6
CC(=O)NC(CC(=O)OCC(=O)N1CCc2ccccc21)c1ccccc1 (centres undefined),-2,-7,-1,4,-20,-2,-4,-1.4,1,2
Cc1occc1C(=O)NNC(=O)c1cccc(F)c1,2,-5,1,-2,-10,-6,4,-2.4,2,2
CC(=O)c1ccc(S(=O)(=O)Nc2ccc(C(=O)N3CCC3)cc2)cc1,6,9,2,3,-2,2,0,-0.9,-1,4
Cc1ccc(C(=O)OCC(=O)NC2CCCC(C)C2C)s1 (centres undefined),2,-3,2,2,-8,11,4,-0.8,-2,-1
COC(=O)CN1C(=O)N/C(=C/c2ccc(OC)c(C)c2OC)C1=O,-1,-8,3,0,-9,-5,2,-0.6,2,-3
CN(C(=O)c1ccc(S(=O)(=O)N2CCCC2)cc1)C1CCCCC1,3,-10,-2,3,2,0,0,0.1,2,-5
COc1ccccc1NC(=O)CNC(=O)c1ccc([N+](=O)[O-])cc1,0,-11,0,0,4,4,5,-0.3,3,-2
CS(=O)(=O)c1cnc2c(S(=O)(=O)c3ccccc3)cnn2c1N,9,-2,-1,2,1,-3,1,-0.2,-2,2
CN(Cc1cccc(F)c1)C(=O)C1CC(=O)N(c2ccc3c(c2)OCCO3)C1 (centres undefined),1,9,-2,8,-2,-3,0,0.5,3,-1
Cc1cccc(-n2c(C)c(-c3ccccc3)[nH]c2=S)c1,-1,-7,-1,5,-7,1,4,2.8,-1,3
Cc1cccc(N(C)S(=O)(=O)c2c[nH]c3ccc([N+](=O)[O-])cc23)c1,-27,26*,1,-15,10,7,-5,-3.9,-13,24
C=C1CCN([C@H](C(=O)NCc2cc(OC)c(OC)c(OC)c2)C(C)C)S(=O)(=O)c2ccccc21,-2,12,0,-2,1,-5,3,-0.7,4,-8
CCC1(CC)C(=O)NC(=O)NC1=NCCc1c[nH]c2ccccc12,10,9,0,2,-7,4,4,1.9,-1,-5
COc1ccc(NS(=O)(=O)c2cc(-c3cnc(C4CC4)o3)ccc2C)cc1,-22,-9,-1,5,1,-2,-6,-1.3,-16,3
N#Cc1ccc(CN2CCN(C(=O)c3ccc(S(=O)(=O)N4CCCCCC4)cc3)CC2)cc1,7,3,1,-5,7,-2,3,2.4,0,6

# Look-ups from the results shown:
# C=C1CCN([C@H](C(=O)NCc2cc(OC)c(OC)c(OC)c2)C(C)C)S(=O)(=O)c2ccccc21 | NPR2 activator = 3
# COc1ccc(NS(=O)(=O)c2cc(-c3cnc(C4CC4)o3)ccc2C)cc1 | SMARCA2 activ = -1

# Rewritten with values under each structure: part of the list above
# Results follow in this order: HTRA1 inh	ARFGAP1 inh	SMARCA2 activ	ABHD4 inh	ASAP1 inh	NR1D1 modulator	NPR2 activator	PG9 Ab binder	GC-A act	rCAG binder
- COc1ccc(C(=O)NCC2CCCO2)cc1S(=O)(=O)N1CCCc2ccccc21 (centres undefined)
    0	6	-2	1	2	-2	5	-1.2	-4	-6
- CC(=O)NC(CC(=O)OCC(=O)N1CCc2ccccc21)c1ccccc1 (centres undefined)
    -2	-7	-1	4	-20	-2	-4	-1.4	1	2
- Cc1occc1C(=O)NNC(=O)c1cccc(F)c1
    2	-5	1	-2	-10	-6	4	-2.4	2	2
- CC(=O)c1ccc(S(=O)(=O)Nc2ccc(C(=O)N3CCC3)cc2)cc1
    6	9	2	3	-2	2	0	-0.9	-1	4
- Cc1ccc(C(=O)OCC(=O)NC2CCCC(C)C2C)s1 (centres undefined)
    2	-3	2	2	-8	11	4	-0.8	-2	-1
- COC(=O)CN1C(=O)N/C(=C/c2ccc(OC)c(C)c2OC)C1=O
    -1	-8	3	0	-9	-5	2	-0.6	2	-3
- CN(C(=O)c1ccc(S(=O)(=O)N2CCCC2)cc1)C1CCCCC1
    3	-10	-2	3	2	0	0	0.1	2	-5
- COc1ccccc1NC(=O)CNC(=O)c1ccc([N+](=O)[O-])cc1
    0	-11	0	0	4	4	5	-0.3	3	-2
- CS(=O)(=O)c1cnc2c(S(=O)(=O)c3ccccc3)cnn2c1N
    9	-2	-1	2	1	-3	1	-0.2	-2	2
- CN(Cc1cccc(F)c1)C(=O)C1CC(=O)N(c2ccc3c(c2)OCCO3)C1 (centres undefined)
    1	9	-2	8	-2	-3	0	0.5	3	-1
- Cc1cccc(-n2c(C)c(-c3ccccc3)[nH]c2=S)c1
    -1	-7	-1	5	-7	1	4	2.8	-1	3
- Cc1cccc(N(C)S(=O)(=O)c2c[nH]c3ccc([N+](=O)[O-])cc23)c1
    -27	26*	1	-15	10	7	-5	-3.9	-13	24
- C=C1CCN([C@H](C(=O)NCc2cc(OC)c(OC)c(OC)c2)C(C)C)S(=O)(=O)c2ccccc21
    -2	12	0	-2	1	-5	3	-0.7	4	-8
